Bioassay records deposited in PubChem by The Scripps Research Institute Molecular Screening Center.
IDE act: boosts human insulin-degrading enzyme activity in HEK cells; activation, % at 5.96 µM; AID 493087; 340,000 compounds, 0.073% hits; FAbeta-B cleavage, fluorescence polarization; 0% vehicle, 100% cell-free pure enzyme wells;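 active = activation above the mean of all tested compounds plus 3 SD, set per screening campaign, cut at about 17% in these data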
Target sequence (P14735 whole entry, looked up): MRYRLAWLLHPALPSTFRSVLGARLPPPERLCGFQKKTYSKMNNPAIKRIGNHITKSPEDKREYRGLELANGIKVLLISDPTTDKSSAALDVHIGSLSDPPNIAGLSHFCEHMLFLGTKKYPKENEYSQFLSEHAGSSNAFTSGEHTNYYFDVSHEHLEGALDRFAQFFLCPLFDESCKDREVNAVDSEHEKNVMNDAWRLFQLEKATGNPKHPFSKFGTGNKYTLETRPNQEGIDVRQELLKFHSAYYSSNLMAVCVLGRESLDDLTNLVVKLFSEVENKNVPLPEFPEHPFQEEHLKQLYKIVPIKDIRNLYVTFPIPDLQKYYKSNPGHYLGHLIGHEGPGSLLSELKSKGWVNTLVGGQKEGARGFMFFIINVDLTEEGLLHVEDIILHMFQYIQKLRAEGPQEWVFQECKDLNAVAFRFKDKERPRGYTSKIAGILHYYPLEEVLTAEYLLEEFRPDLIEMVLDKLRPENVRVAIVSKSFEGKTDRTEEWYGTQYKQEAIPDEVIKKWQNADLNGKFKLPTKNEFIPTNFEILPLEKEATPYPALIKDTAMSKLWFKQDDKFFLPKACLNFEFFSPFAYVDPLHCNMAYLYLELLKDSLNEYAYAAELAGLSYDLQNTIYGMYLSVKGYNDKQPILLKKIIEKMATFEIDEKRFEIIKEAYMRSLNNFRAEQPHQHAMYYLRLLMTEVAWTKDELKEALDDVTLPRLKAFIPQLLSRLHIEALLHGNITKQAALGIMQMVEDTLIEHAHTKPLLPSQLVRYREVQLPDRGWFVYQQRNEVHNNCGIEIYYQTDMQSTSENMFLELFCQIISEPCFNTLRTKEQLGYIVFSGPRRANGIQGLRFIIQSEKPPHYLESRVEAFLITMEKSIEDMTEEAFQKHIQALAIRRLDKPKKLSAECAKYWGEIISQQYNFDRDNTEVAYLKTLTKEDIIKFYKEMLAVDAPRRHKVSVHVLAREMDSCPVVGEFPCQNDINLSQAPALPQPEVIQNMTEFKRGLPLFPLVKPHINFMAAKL
Numbers without * were called inactive.

CCC(=O)OC1CCC2C3CCC4CC(=O)C=CC4(C)C3CCC12C (stereo not drawn) was read as IDE act 3.5.
For COC(=O)C1=C(c2cccc(OCc3ccccc3)c2)C[C@@H]2CC[C@H]1N2C(=O)NCCOc1ccc(OC)cc1 the results were IDE act 0.6.
For COC(=O)C1=C(c2cccc(OCc3ccccc3)c2)C[C@@H]2CC[C@H]1N2C(=O)NCc1ccccc1 the results were IDE act 1.4.
`CC(=O)N1Cc2cnnn2-c2ccccc2C1C#N` (stereo not drawn) gave IDE act 2.5.
For COc1ccc2c(c1)C(c1ccc(N(CCCl)CCCl)cc1)=NCC2 the results were IDE act -0.7.
COc1cc(C2c3cc4c(c(O)c3CC3COC(=O)C32)OCO4)cc(OC)c1OC (stereo not drawn) was read as IDE act 8.4.
COc1ccc(CN2Cc3cnnn3-c3ccccc3C2C)cc1 (stereo not drawn) was read as IDE act 1.4.
Screening Cc1ccc(N2CCNCC2C)cc1 (stereo not drawn) returned IDE act -2.2.
Screening COC(=O)C1=C(c2ccc(F)cc2OCc2ccccc2)C[C@@H]2CC[C@H]1N2C(=O)NCc1ccccc1Br returned IDE act 0.4.
`OCC(Cl)CCl` (stereo not drawn) gave IDE act 5.9.
COC(=O)C1=C(c2ccc(C(C)=O)cc2)C[C@@H]2CC[C@H]1N2C(=O)N1CCC(O)CC1 was read as IDE act -1.8.
Screening O=P(Oc1ccccc1)(Oc1ccccc1)C(O)c1ccccc1 (stereo not drawn) returned IDE act -0.2.
Screening Cc1ccc(O)c(CN2CCC3CCC(C3)C2)c1 (stereo not drawn) returned IDE act 4.9.
`Oc1c(Br)cc(Br)cc1Br` gave IDE act 0.1.
N#Cc1ccc(C(=O)N2Cc3cnnn3-c3ccccc3C2C#N)cc1 (stereo not drawn) was read as IDE act 2.5.
CC(N)C(=O)OC(C)(C)Cc1ccc(Cl)cc1 (stereo not drawn) was read as IDE act 8.8.
O=[N+]([O-])c1ccc(Cl)c(Cl)c1Cl was read as IDE act -1.6.
Screening C#C[C@]1(O)CCC2C3CC=C4C[C@H](O)CC[C@]4(C)C3CC[C@@]21C (stereo partly drawn) returned IDE act 2.0.
C[C@]12CCC3C(CC[C@@H]4[C@H]5O[C@H]5CC[C@]34C)C1CC[C@@H]2O (stereo partly drawn) was read as IDE act -4.2.
`Cc1cc2c(cc1C)NP(=S)(c1ccccc1)N2` gave IDE act -20.8.
Screening Oc1ccc2c3c1O[C@H]1c4[nH]c5ccccc5c4C[C@@]4(O)[C@@H](C2)N(CC2CC2)CC[C@]314 returned IDE act 4.9.
`c1ccc(C[n+]2ccccc2)cc1` gave IDE act 4.2.
For NP(=O)(Oc1ccccc1)Oc1ccccc1 the results were IDE act 3.8.
For COC(=O)C1=C(c2ccc(C(C)=O)cc2)C[C@@H]2CC[C@H]1N2C(=O)N1CCOCC1 the results were IDE act 3.1.
`CCC1(CCO)C(=O)NC(=S)NC1=O` gave IDE act 4.5.
c1ccc(C(CN2CCCCC2)c2ccccc2)cc1 was read as IDE act -2.8.
Screening OCCOCCO returned IDE act -3.7.
CN(C)P(=O)(N(C)C)N1CC1 was read as IDE act -3.9.
Screening Cc1ccc(S(=O)(=O)N2Cc3cnnn3-c3ccccc3C2C#N)cc1 (stereo not drawn) returned IDE act -17.0.
Screening C[C@]12CC[C@@H](O)CC1=CCC1C2CC[C@@]2(C)C1CC[C@@H]2N (stereo partly drawn) returned IDE act 0.8.
`c1cc2c(cc1NC1=NCCO1)CCCC2` gave IDE act 5.6.
CC(C)NP(=O)(NC(C)C)OP(=O)(NC(C)C)NC(C)C was read as IDE act 8.3.
O=C1NC(=O)C(=CCc2ccccc2)C(=O)N1 was read as IDE act -0.9.
Screening O=C1NC(=O)C(=Cc2cccs2)C(=O)N1 returned IDE act -2.2.
CCOC(=O)CC1c2ccccc2-n2nncc2CN1C (stereo not drawn) was read as IDE act -0.6.
`Cc1cccc(C(O)(C(=O)O)c2ccccc2)c1` (stereo not drawn) gave IDE act -4.0.
Cc1ccc(C[n+]2c(-c3ccc(C)cc3)cc(-c3ccc(C)cc3)cc2-c2ccc(C)cc2)cc1 was read as IDE act 7.3.
For C[C@]12CC[C@H](O)CC1=CCC1C2CC[C@@]2(C)C1C[C@@H](O)[C@@H]2O (stereo partly drawn) the results were IDE act 0.6.
For CCN[C@@H](C)Cc1cccc(C(F)(F)F)c1 the results were IDE act 2.3.
Screening COC(=O)C1=C(c2ccc(OC(F)(F)F)cc2)C[C@@H]2CC[C@H]1N2C(=O)NC1CC1 returned IDE act 0.7.
For COC(=O)C1=C(c2ccc(OC)c(OC)c2)C[C@@H]2CC[C@H]1N2C(=O)NCCCOC(C)C the results were IDE act 0.1.
`Cc1ccc(-c2cc(-c3ccc(C)cc3)[n+](-c3ccc(C(=O)O)cc3)c(-c3ccc(C)cc3)c2)cc1` gave IDE act 4.1.
Screening C[C@]12CC[C@@H](O)C[C@H]1CC[C@@H]1[C@@H]2CC[C@]2(C)C(=O)CC[C@@H]12 returned IDE act 7.4.
c1cc(OCCN2CC2)ccn1 was read as IDE act 3.0.
For CC1CC=CCC12C(=O)NC(=S)NC2=O (stereo not drawn) the results were IDE act -3.1.

Arranged by count of non-hydrogen atoms (smallest number first): some entries from above
`CC(=O)N1Cc2cnnn2-c2ccccc2C1C#N` (stereo not drawn) gave IDE act 2.5.
Screening C[C@]12CC[C@@H](O)CC1=CCC1C2CC[C@@]2(C)C1CC[C@@H]2N (stereo partly drawn) returned IDE act 0.8.
Screening C#C[C@]1(O)CCC2C3CC=C4C[C@H](O)CC[C@]4(C)C3CC[C@@]21C (stereo partly drawn) returned IDE act 2.0.
CCC(=O)OC1CCC2C3CCC4CC(=O)C=CC4(C)C3CCC12C (stereo not drawn) was read as IDE act 3.5.
N#Cc1ccc(C(=O)N2Cc3cnnn3-c3ccccc3C2C#N)cc1 (stereo not drawn) was read as IDE act 2.5.
COc1cc(C2c3cc4c(c(O)c3CC3COC(=O)C32)OCO4)cc(OC)c1OC (stereo not drawn) was read as IDE act 8.4.

(continued)
`COC(=O)C1=C(c2cccc(C#N)c2)C[C@@H]2CC[C@H]1N2C(=O)NC1CCCCC1` gave IDE act 3.1.
For COC(=O)C1=C(c2ccc(F)cc2OCc2ccccc2)C[C@@H]2CC[C@H]1N2C(=O)NCCOc1ccc(OC)cc1 the results were IDE act 1.2.
`NC(=O)c1ccc(OCCC(O)N2CC=C(c3ccc(F)cc3)CC2)cc1` (stereo not drawn) gave IDE act 4.7.
Screening COC(=O)C1=C(c2cccc(NC(C)=O)c2)C[C@@H]2CC[C@H]1N2C returned IDE act -0.4.
Cc1nc2ccccc2c(=O)n1/N=C/c1cc(Br)cc(Br)c1O was read as IDE act -3.0.
CC1(C)NC(=S)C(C)(C)N1N=O was read as IDE act 0.7.
COC(=O)C1=C(c2ccc3ccccc3c2)C[C@@H]2CC[C@H]1N2C(=O)NCCNC(C)=O was read as IDE act -0.5.
For COC(=O)C1=C(c2ccc3ccccc3c2)C[C@@H]2CC[C@H]1N2C(=O)NCC1CC1 the results were IDE act 3.4.
`COc1cc2c(cc1OC)C13CCN4C=C5CCOC6CC(=O)N2C1C6C5CC43` (stereo not drawn) gave IDE act -1.6.
N#C/C(=C\c1ccc(O)cc1)C(=O)O (tested in a mixture with another compound) was read as IDE act 5.2.
For CC(=O)O[C@H]1CCC2C3CC[C@H]4[C@@H](O)[C@H](O)CC[C@]4(C)C3CC[C@@]21C (stereo partly drawn) the results were IDE act -1.4.
For O=c1[nH]c(=S)[nH]c(O)c1N=Nc1cc(S(=O)(=O)Nc2ccc(Cl)cc2)ccc1Cl the results were IDE act -2.1.
COC(=O)C1=C(c2cccc(Cl)c2)C[C@@H]2CC[C@H]1N2C(=O)N1CCCC1 was read as IDE act -1.7.
Screening CC1CC(C)CC(C)C(O)C(C#N)=CC=CCC(C2CCCC2C(=O)O)OC(=O)CC(O)C(C)C1 (stereo not drawn) returned IDE act 6.7.
For CC1CCCN1CCC(C(N)=O)(c1ccccc1)c1ccccc1 (stereo not drawn) the results were IDE act 1.9.
For CC(C)c1c(CN(C)C(C)Cc2ccccc2)n(C)n(-c2ccccc2)c1=O (stereo not drawn) the results were IDE act -0.1.
c1cc2c(cc1N1CCCCC1)C1CC2CCN1 (stereo not drawn) was read as IDE act 4.3.
For O=C(CN1CCN(C(=O)COc2cccc(F)c2)CC1)Nc1ccc(Cl)c(C(F)(F)F)c1 the results were IDE act -4.5.
O=C1NC(=O)C(Cc2ccccc2)C(=O)N1 was read as IDE act -0.5.
Screening Cc1ccnc(NC(=O)CCCc2ccc(N(CCCl)CCCl)cc2)n1 returned IDE act 3.4.
For O=C1CC=C2C3CC4N(CCC45c4cc(O)c(O)cc4N1C25)CC3=CCBr (stereo not drawn) the results were IDE act -21.2.
Screening Cc1ccc(N)c(N)c1 returned IDE act 3.3.
`CCCN1CCO[C@@H]2c3cc(O)ccc3OC[C@H]21` gave IDE act 1.7.
For CC1CCCC(NC(=O)COC(=O)c2cn(C)c3ccccc23)C1C (stereo not drawn) the results were IDE act 0.7.
`Cc1ccc(C(O)P(=O)(Oc2ccccc2)Oc2ccccc2)cc1` (stereo not drawn) gave IDE act -4.9.
CCCNC(=O)N1[C@H]2CC[C@@H]1C(C(=O)OC)=C(c1ccc(Cl)c(C(F)(F)F)c1)C2 was read as IDE act -0.9.
For O=P(Oc1ccc(Cl)cc1)(N1CC1)N1CC1 the results were IDE act 0.6.
CN(C)C1(CNC(=O)c2cc(S(=O)(=O)N3CCOCC3)c(Cl)cc2Cl)CCCCC1 was read as IDE act 5.0.
O=C(NN=Cc1ccc(N(CCCl)CCCl)cc1Cl)c1cccnc1 was read as IDE act -0.7.
For Oc1ccc(CCN2CCCCC2)cc1 the results were IDE act 0.3.

Grouped by structure, the compounds so far containing bromine.
Screening COC(=O)C1=C(c2ccc(F)cc2OCc2ccccc2)C[C@@H]2CC[C@H]1N2C(=O)NCc1ccccc1Br returned IDE act 0.4.
`Oc1c(Br)cc(Br)cc1Br` gave IDE act 0.1.
Cc1nc2ccccc2c(=O)n1/N=C/c1cc(Br)cc(Br)c1O was read as IDE act -3.0.
For O=C1CC=C2C3CC4N(CCC45c4cc(O)c(O)cc4N1C25)CC3=CCBr (stereo not drawn) the results were IDE act -21.2.

Back to the main list, repeating the 6 entries before the break.
`Cc1ccc(C(O)P(=O)(Oc2ccccc2)Oc2ccccc2)cc1` (stereo not drawn) gave IDE act -4.9.
CCCNC(=O)N1[C@H]2CC[C@@H]1C(C(=O)OC)=C(c1ccc(Cl)c(C(F)(F)F)c1)C2 was read as IDE act -0.9.
For O=P(Oc1ccc(Cl)cc1)(N1CC1)N1CC1 the results were IDE act 0.6.
CN(C)C1(CNC(=O)c2cc(S(=O)(=O)N3CCOCC3)c(Cl)cc2Cl)CCCCC1 was read as IDE act 5.0.
O=C(NN=Cc1ccc(N(CCCl)CCCl)cc1Cl)c1cccnc1 was read as IDE act -0.7.
For Oc1ccc(CCN2CCCCC2)cc1 the results were IDE act 0.3.
`CC(C)CC1(CCc2ccccc2)C(=O)NC(=O)NC1=O` gave IDE act 3.5.
CC[n+]1c(-c2ccccc2)c2cc(N)ccc2c2ccc(N)cc21 was read as IDE act 5.8.
Oc1ccc(Cl)cc1 was read as IDE act 8.6.
COC(=O)C1C2c3ccccc3C(c3ccccc32)C1(C)C(=O)OC (stereo not drawn) was read as IDE act 1.8.
`COc1ccc(Br)cc1CNCCc1ccc2c(c1)OCO2` gave IDE act 4.3.
For C=C[C@@]12CN(C)[C@H]3[C@H]1[C@@]1(C(=O)Nc4ccccc41)C1CC2[C@@H]3CO1 the results were IDE act 6.7.
`C=C[C@H]1CN2CC[C@H]1C[C@@H]2[C@@H](O)c1ccnc2ccccc12` gave IDE act 1.5.
`Cn1cccc1C1CCCN1CC(=O)Nc1ccc(C#N)c(Cl)c1` (stereo not drawn) gave IDE act 1.3.
Screening CC12CCC(=O)C=C1CCC1C2C(O)CC2(C)C(O)CCC12 (stereo not drawn) returned IDE act -3.3.
O=C(O)C1C2c3ccccc3C(=O)C1(C(=O)O)c1ccccc12 (stereo not drawn) was read as IDE act 1.9.
For CC(O)C1C=CC=CC(=O)OC2CC3OC4C5OC5(C)CCC4(COC(=O)C4OC4(C)C(O)CO1)C2(C)C31CO1 (stereo not drawn) the results were IDE act -6.0.
Screening COc1cc(CCN)ccc1O returned IDE act -1.0.
`O=C(NCCCN1CC1)Nc1cccc2ccccc12` gave IDE act 7.0.
COc1cc([C@H]2OC[C@H]3[C@@H]2CO[C@@H]3c2cc(OC)c(O[C@@H]3O[C@H](CO)[C@@H](O)[C@H](O)[C@H]3O)c(OC)c2)cc(OC)c1O[C@H]1O[C@@H](CO)[C@H](O)[C@@H](O)[C@@H]1O was read as IDE act 3.8.
For CCOc1ccc(C=C2C(=O)NC(=S)NC2=O)cc1OCC the results were IDE act 4.2.
For OCCOc1ccccc1 the results were IDE act 7.5.
For COC(=O)C1=C(c2ccc(OCc3ccccc3)cc2)C[C@@H]2CC[C@H]1N2C(=O)NCCN1CCOCC1 the results were IDE act 7.1.
For COC(=O)C1=C(c2ccc(F)cc2OCc2ccccc2)C[C@@H]2CC[C@H]1N2C(=O)N1CCC(C)CC1 the results were IDE act 3.6.
`COC(=O)C1=C(c2c(C)noc2C)C[C@@H]2CC[C@H]1N2C(=O)N1CCc2cc(OC)c(OC)cc2C1` gave IDE act -2.7.
For O=C1NC(=S)NC(=O)C1Cc1ccccc1 the results were IDE act -0.6.
`N#CC1c2ccccc2-n2nncc2CN1Cc1cc(Cl)cc(Cl)c1` (stereo not drawn) gave IDE act -12.0.
S=P(N1CCCCCC1)(N1CC1)N1CC1 was read as IDE act 2.8.

Quoted at random: two records from the list, in no set order.
N#Cc1ccc(C(=O)N2Cc3cnnn3-c3ccccc3C2C#N)cc1 (stereo not drawn) was read as IDE act 2.5.
`Oc1c(Br)cc(Br)cc1Br` gave IDE act 0.1.

This is a subset; count on the stated rates, not on these rows.
